Screening data deposited in PubChem by several laboratories.
b-catenin transl: modulators of beta-catenin nuclear translocation, primary screen, imaging, HeLa cells, immunofluorescence, high-content | nuclear translocation activity, % at 5 µM | 190,000 compounds, 0.3% hits;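 active means nuclear translocation activity above 50% at 5 µM, with a well cell count of 50 or more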;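 further: per-cell ratio of nuclear to cytoplasmic median beta-catenin stain intensity; plate controls were DMSO negative control for no effect and GSK-3 inhibitor IX positive control for full effect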
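Signal – beta-catenin immunofluorescence imaging with DAPI · Test system – human HeLa cell line · Dosing – 5 µM primary single dose, 0.1% DMSO, 0.02–20 µM confirmation series · Measure – % activation, nuclear-to-cytoplasmic median beta-catenin signal ratio per cell · Incubation – 24 h compound exposure at 37°C, 5% CO2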
MT stabilizer: microtubule stabilizers in HeLa cells, primary screen, imaging, high-content imaging; 200,000 compounds, 0.83% hits; % tubulin-high responders, % at 10 µM; HeLa tubulin immunostaining HCS, 24 h; share of cells brighter than vehicle mean+2SD;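 active means plate Z-score above 3 for both tubulin-high and condensed-nucleus cell shares, with cell loss under 80%, at 10 µM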;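 further: anti alpha tubulin signal scored within the nucleus-defined area of each cell; some results filed as inactive read as strong as hits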
Insulin prom up: insulin promoter activators in MIN6 cells, imaging, high-content screening, mouse beta cells. AID 1625, 2009. MIN6 insulin promoter-GFP reporter; stronger effect = higher value. z-score at 5 µM. 190,000 compounds, 0.3% hits;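 active means z-score above 3 at 5 µM with at least 500 cells counted in the well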
PMI inhibitors: inhibitors of human PMI, primary screen, biochemical, fluorescence intensity, coupled assay (AID 1209). purified PMI enzyme, coupled fluorescence intensity; higher % means a stronger effect. 190,000 compounds, 0.42% hits. inhibition, % at 20 µM; hits with a dose series show IC50 in µM. Mannose-6-phosphate isomerase (Homo sapiens);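 further: plate controls were DMSO vehicle for no effect and wells lacking substrate for full effect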
Dynein transport: inhibitors of GR-EGFP nuclear translocation, primary screen, dynein cargo transport inhibitor project, imaging, high-content, 3617.4 mouse cells | test concentration mostly 20 µM; stimulated with dexamethasone, 1 µM; stronger effect = lower value | z-score, hits read low | 220,000 compounds, 0.47% hits | AID 1381, 2008;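 active means plate z-score of nuclear minus cytoplasmic receptor signal below a set negative limit, without overly bright fluorescence or cell loss, cut at about -3.5 in these data, passing the limit was not always enough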;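 further: z-score of nuclear minus cytoplasmic ring GR-EGFP intensity difference per well; some compounds called inactive have numbers as strong as hits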
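Buffer or medium – tet-free medium with charcoal-stripped serum · Signal – automated 10x imaging of fixed Hoechst-stained cells · Also added – dexamethasone agonist, 1.0 µM final, for 30 min · Incubation – induction 48 h, compound 1 h, agonist 30 min · Read-out – GR-EGFP nuclear translocation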
Autophagy mod: autophagy modulators in MEF cells, primary screen, imaging, high-content, MEF GFP-LC3. MEF GFP-LC3 puncta imaging; test concentration mostly 10 µM. calls only at 10 µM (by protocol). 190,000 compounds, 0.98% hits. AID 463193, 2010;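 active means percentage of spot-positive cells more than 3 SD above its plate mean, without a fluorescence outlier flag or 80% toxicity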;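 further: spot-positive cell cutoff set from DMSO-treated cells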
Yfh1-off respiration: enhancers of respiration in Yfh1-depleted yeast, dose response, Friedreich's ataxia, plus single-dose screen (AID 1465); 220,000 compounds, 0.074% hits; S. cerevisiae Yfh1-off respiration, WST-1 reduction, 72 h; higher fold induction means a stronger effect; fold induction at 50 µM; hits with a dose series show EC50 in µM;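 active means fold induction of absorbance versus untreated yeast above a set limit, then at least 30% activation at any dose in follow-up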;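 further: activators that raise dye reduction in frataxin-depleted yeast; strong numbers were not always called active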
WT yeast gro inh: growth inhibition of WT strain, primary screen, mitochondrial fusion inhibitor project, WT and mutant strains, chemical genetic. mitochondrial fusion phenotypic screen. inhibition, % at 10 µM. 190,000 compounds, 2.1% hits; in the data active means inhibition above about 58%; tested in S. cerevisiae
PMI inhibition: human PMI inhibitors, high substrate, primary screen, biochemical, fluorescence intensity, high mannose 6-phosphate (AID 1220). Mannose-6-phosphate isomerase (Homo sapiens). inhibition, % at 20 µM, or IC50 in µM where a hit was titrated. 190,000 compounds, 0.66% hits. recombinant PMI enzyme, coupled fluorescence intensity; higher % means a stronger effect
WT yeast gro inh mutant strain: also measured in WT yeast gro inh; calls as there; inhibition, %; mitochondrial fusion phenotypic screen, mutant strain inhibition
Dynein transport cytoplasmic EGFP: further read-out of Dynein transport, marked with its call; z-score; measured here: cytoplasmic GR-EGFP intensity; stronger effect = higher value
Dynein transport nuclear GR-EGFP: second read-out of Dynein transport, no call of its own (marks repeat the call); z-score; measured here: nuclear GR-EGFP intensity;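 lower value marks the stronger effect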
Dynein transport cell count: recorded beside Dynein transport, whose call it bears; z-score; measured here: cell count per field
Insulin prom up cell count: further read-out of Insulin prom up, marked with its call; cell count; measured here: cytotoxicity, nuclei count;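 total cells summed across four imaged fields per well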
b-catenin transl cell count 5 µM: also measured in b-catenin transl; calls as there; cell count; measured here: cell count, cytotoxicity flag
MT stabilizer Hoechst-high %: further read-out of MT stabilizer, marked with its call; % Hoechst-high responders; measured here: nuclear condensation Hoechst responders;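 share of cells brighter than vehicle mean plus two SD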
MT stabilizer cytotoxicity %: also measured in MT stabilizer; calls as there; toxicity, %; measured here: cytotoxicity by cell density;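 0% = mean cell density of plate MIN control wells and 100% = no cells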
Autophagy mod cell loss 18 h: further read-out of Autophagy mod, marked with its call; toxicity, %; measured here: cell loss, nuclei count;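 cell loss after 18 h compound exposure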
Starred values were filed as active, the others as inactive; i = inactive; / = no result given; + = active, no number. Unless noted, no stated cut-off is given here; in the data, active means inhibition above about 50%; inactive means the rest. Compounds were not picked by outcome; any-hit rate near 5%.

Below each compound: MT stabilizer Hoechst-high %, Dynein transport cell count, Autophagy mod cell loss 18 h, MT stabilizer cytotoxicity %, b-catenin transl cell count 5 µM, PMI inhibition, WT yeast gro inh mutant strain, Autophagy mod, Dynein transport cytoplasmic EGFP, Yfh1-off respiration, Insulin prom up cell count, MT stabilizer, WT yeast gro inh, Insulin prom up, Dynein transport nuclear GR-EGFP, b-catenin transl, PMI inhibitors, Dynein transport
Cc1ccc(NC(=O)CSc2nc(CSc3ccc(C)cc3)cc(=O)[nH]2)cc1
  1.7, 0.23, 17, 7.0, 867, 16%, 3, i, -0.22, i, /, 5.4, -5, /, 0.25, 1.1, 22%, 0.29
Cc1cccc(C)c1NC(=S)N(CCCN1CCN(C)CC1)Cc1cccs1
  2.2, 0.26, -3, 6.7, /, -1%, 8, i, -0.18, i, 1291, 4.2, -2, 0.23, 0.089, /, -1%, -0.17
Cc1ccsc1/C=C/c1ccc2cccc(O)c2n1
  1.9, 0.39, 6, 1.9, /, -8%, -6, i, -0.13, i, 964, 3.7, 16, -0.26, -0.19, /, -6%, -0.57
CCOc1ccc(-n2c(SCc3ccc([N+](=O)[O-])cc3)nnc2-c2ccc(OC)cc2)cc1
  2.2, 1.4, 6, 14, 950, 0%, 0, i, -0.29, i, /, 4.1, 22, /, 0.065, -1.4, 10%, -0.15
CC(=O)/C(=N\Nc1ccccc1)Sc1nnc(-c2ccccc2)n1-c1ccccc1
  3.5, -0.64, 3, 11, 1048, -17%, 14, i, -0.24, i, 1426, 3.0, -2, -0.12, 0.56, 0.1, -12%, 0.65
O=C1CN(C(=O)c2cc3ccccc3oc2=O)C(c2ccccc2)c2cc(F)ccc2N1 (stereo unspecified)
  1.4, 0.58, 15, 11, 549, 13%, 4, i, -0.27, /, 1177, 2.6, 3, -0.11, 0.55, 3.4, 10%, -0.22
CC1CCN(C(=O)CSCC(=O)Nc2nc(-c3cccs3)cs2)CC1
  1.7, 0.55, -3, 4.8, 1259, 2%, 4, i, -0.18, i, 1246, 5.9, 8, 0.54, -0.68, -4.6, 2%, -1.6
CCn1c(=O)cc(OCC(=O)Nc2cc(C)ccn2)c2ccccc21
  2.0, -2, -2, 6.7, 1152, -10%, -4, i, -0.2, i, /, 2.9, 13, /, 1.9, -1.4, -4%, 3.2
COc1nc(OC)nc(Oc2ccc(Cl)cc2[N+](=O)[O-])n1
  2.8, -0.79, -14, 10, 972, 13%, -6, i, -0.26, i, 1317, 3.0, 4, -0.04, -0.12, -2.7, 4%, 0.66
C/C(=N/NS(=O)(=O)c1ccc(C)cc1)c1c(O)c2ccccc2oc1=O
  /, 0.55, /, /, 1280, /, /, /, -0.11, i, 959, /, /, 0.22, 0.27, 0.1, /, -0.42
Cc1ccc(C(=O)CSc2ccccn2)cc1
  1.9, 0.38, 3, 10.0, 730, -35%, /, i, -0.09, i, 1262, 1.9, /, 0.52, -0.11, -1.3, -22%, -0.25
N#Cc1ccc(C23CC4(C2)[C@H](CN(Cc2ccc(-c5ccccc5)cc2)[C@@H]4c2ccccc2)C3c2ccc(Cl)nc2)cc1 (stereo partly specified)
  /, -0.18, /, /, 1230, /, /, /, -0.72, i, 908, /, /, -0.22, -0.039, -2.2, /, -0.19
CCCC(C(=O)NCc1ccco1)N(C(=O)CNS(=O)(=O)c1ccc(Cl)cc1)C1CCCC1 (stereo unspecified)
  1.9, 0.045, -2, 7.1, 1051, 17%, -4, i, -0.0016, i, 1328, 3.4, 7, -0.51, -0.61, -1.2, 15%, -1.1
O=C1NC[C@H](Cc2ccc(O)cc2)N(CCc2cccc3ccccc23)C1=O
  /, 0.55, /, /, 1375, /, /, /, -0.8, i, 989, /, /, 0.53, -0.47, -1.3, /, -0.89
O=C(CN(CC1CCCO1)C(=O)CNS(=O)(=O)c1ccc(Cl)cc1)NCCc1ccccc1 (stereo unspecified)
  1.7, 0.93, 1, 5.1, 1365, 11%, -6, i, -0.23, i, 1628, 2.0, -17, -0.36, -1, -2.3, 3%, -0.89
Cc1ccc(NC(=O)NCc2c(C)nn(C)c2C)cc1Cl
  2.5, 0.71, 0, 10, 1094, 8%, -14, i, -0.28, i, 1127, 2.9, -14, 0.17, -0.23, -0.1, 3%, -0.99
CCCCCn1c(C(C)NC(=O)CCC)nc2ccccc21 (stereo unspecified)
  1.7, -1.9, -1, 7.5, 1107, -5%, 6, i, 0.11, i, 1872, 2.2, 8, -0.17, 0.57, -0.7, -2%, 0.39
Cc1ccc(S(=O)(=O)NCCC(=O)Nc2ccc(C)cc2C(=O)c2ccccc2)cc1
  2.6, -0.1, 2, 9.5, 1067, 3%, 4, i, -0.24, i, 1566, 3.8, 2, -0.3, -0.0037, 0.3, 6%, -0.15
COC(=O)[C@H](CCSC)NC(=O)N1CCN(c2cccc(C(F)(F)F)c2)CC1
  0.6, 0.69, 18, 5.2, 1011, -2%, 13, i, -0.068, i, 1088, 3.0, -11, 0.56, -0.17, -0.8, -4%, -0.99
CCOC(=O)Cc1csc(Nc2c(C)n(C)n(-c3ccccc3)c2=O)n1
  1.8, 0.038, 10, 9.1, 998, 5%, -15, i, -0.18, i, 1283, 1.5, -7, 0.29, 0.16, -3.2, 3%, 0.011
O=C(Cc1ccc(Br)cc1)Nc1ccc(S(=O)(=O)NCC2CCCO2)cc1 (stereo unspecified)
  2.7, 0.49, 13, 6.5, 1515, 2%, -12, i, -0.29, i, /, 1.6, -5, /, 0.37, 0.9, 4%, -0.18
CCN1C(=O)/C(=C\N(C(C)=O)c2ccccc2)OC1=S
  2.1, -0.76, -4, 3.9, 462, 5%, 6, i, -0.17, i, /, 3.4, -19, /, -0.2, 5.5, 4%, -0.98
O=[N+]([O-])c1ccc(OS(=O)(=O)Cc2ccccc2)cc1
  1.5, -1.8, 0, 5.0, 1108, 7%, 14, i, 0.12, i, 1193, 2.7, 11, 0.17, 0.59, -2.6, -7%, 0.43
Cc1ccc(-c2cc(C(=O)N/N=C/c3c[nH]c4ccccc34)n[nH]2)o1
  4.8, -0.51, 2, 15, 1134, -3%, -22, i, -0.23, i, 1317, 8.7, -3, -0.71, 0.57, 0.4, -3%, 0.51
Cc1c(N=C/C=C/c2ccccc2)c(=O)n(-c2ccccc2)n1C
  1.8, -0.26, -2, 9.6, 1117, 1%, 19, i, 0.72, i, 996, 1.9, 21, -1.9, 0.088, 0.8, -1%, -0.19
O=C1/C(=C/c2ccc(N3CCCC3)cc2)NC(=S)N1C1CC1
  1.6, 0.94, 3.4*, 5.8, 1279, -1%, 43, +, 13, i, /, 1.9, 37, /, -0.32, -6.2, -1%, -5
CCOCCCNC(=O)C(c1ccc(C)cc1)N(Cc1cccs1)C(=O)CNC(C)=O (stereo unspecified)
  3.3, -2.3, -15, 12, 1279, 4%, -30, i, 0.099, i, 1650, 1.2, -14, -0.1, 2.9, -2.5, 11%, 2.6
COC(=O)c1ccccc1Oc1ccc(NC(=O)C(C)(C)CCl)cc1
  4.2, 0.04, 15, 0.7, 1053, -8%, -10, i, -0.27, i, 1241, 1.2, 4, -0.68, -0.35, 3.9, -12%, -0.55
CCOc1ccc(S(=O)(=O)N2CCN(c3ccccc3OC)CC2)c2cccnc12
  1.9, 0.15, 14, 13, 1334, 46%, 8, i, -0.27, i, 1212, 2.3, 4, -1.2, 0.051, -1.0, 19%, -0.2
CCCCN(CCCC)C(=O)CSc1nnc2n(C)c(=O)c3c4c(sc3n12)CCCC4
  2.3, 0.63, 25, 7.6, 1020, 2%, 5, i, -0.2, i, /, 2.7, -13, /, 0.18, -1.1, 0%, 0.5
CC(C)NC(=O)Cn1c(SCC(=O)N2CCCCCC2)nc2ccccc21
  1.1, -1.2, 9, 2.0, /, -5%, 7, i, -0.18, i, /, 3.5, -9, /, 1.1, /, -3%, 1.9
COc1cccc(NC(=S)N2CCN(C/C=C/c3ccccc3)CC2)c1
  0.6, -0.57, -3, 6.8, 1362, 30%, 4, i, 0.16, i, 1837, 2.6, 16, -0.05, 0.18, -0.6, 14%, 0.25
COc1ccc(C2=[N+]([O-])C(C)(C)N(O)C2C)cc1 (stereo unspecified)
  1.4, 1.2, -2, 3.7, 1201, -7%, 7, i, -0.24, i, 1196, 1.9, -3, 0.21, -0.34, -1.5, -9%, -0.54
c1ccc(-n2cnnc2SCc2cn3ccccc3n2)cc1
  2.9, 0.92, -14, 8.3, 1017, -4%, 4, i, -0.24, i, 1370, 2.4, -2, -1, 0.36, -4.9, -1%, 0.21
CCOC(=O)CSc1nnc(CNC(=O)c2cccs2)n1-c1cc(C)ccc1C
  2.0, -0.53, 4, 13, 1465, -4%, 1, i, -0.21, i, 1479, 2.5, 3, 0.01, 0.54, 2.6, -5%, 0.93
O=C(O)c1sc2cc(C(F)(F)F)cnc2c1-c1cccs1
  3.5, 0.00056, -9, 6.2, 1077, -1%, 8, i, -0.27, i, 1266, 3.0, 7, -0.78, 0.16, -2.5, -18%, -0.26
NC(=S)N/N=C/c1cn(-c2ccccc2)nc1-c1cccnc1
  /, 0.25, /, /, 918, /, /, /, -0.26, i, 1285, /, /, -1.4, 0.08, 7.5, /, 0.26
CCOC(=O)C1CCN(C(C(=O)NC2CCCCC2)c2ccc(OC)cc2)CC1 (stereo unspecified)
  2.1, 0.52, -9, 7.6, 1034, 14%, -2, i, -0.25, i, 1307, 2.2, 9, -0.56, -0.064, 0.0, 17%, -0.57
